CYP2C19 inh: blockers of cytochrome P450 2C19 activity – biochemical, luminescence, ADME assay, primary screen; CYP2C19 Supersomes, luciferin-H EGE luminescence, 30 min; P33261; AID 778, 2007; inhibition, % at 5 µM; actives 21% (n = 96,000);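 active means CYP2C19 inhibition above a set limit at 5 µM in the primary screen, cut at about 50% in these data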;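 further: plate controls were negative control wells for no effect and 2.5 mM tranylcypromine positive control for full effect; values of inactives mirror those of a sister screen read the other way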
PostGolgi yeast: phenotypic screen on post-Golgi transport, primary screen | AID 739, 2007 | post-Golgi transport phenotypic cell assay | inhibition, % at 10 µM | actives 0.9% (n = 98,000); in the data active means inhibition above about 30%;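 further: yeast cells grown in 1536-well plates; yeast grown about 18 h at 30C before absorbance read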
CYP2C19 activ: human CYP2C19 activators, primary screen, biochemical, luminescence | recombinant CYP2C19, luciferin-H EGE luminescence; hits give high values; 0 = fully inhibited enzyme, 1 = untreated enzyme | 96,000 tested, under 10 active | activation factor at 5 µM | AID 1025, 2008;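 active means activation factor of at least 2 at 5 µM in the primary screen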;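 further: 0 = wells with 2.5 mM tranylcypromine and 1 = vehicle-only wells; values of inactives mirror those of a sister screen read the other way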
CYP2C9 inh: blockers of cytochrome P450 2C9 activity – biochemical, luminescence, ADME assay, primary screen; CYP2C9 Supersomes, luciferin-H conversion; inhibition, % at 5 µM; actives 20% (n = 96,000); AID 777, 2007;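 active means blocking of liver enzyme CYP2C9 beyond about 50% at 5 µM, limit read from the data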; further: values of inactives mirror those of a sister screen read the other way
Target sequence (P11712 whole entry, looked up): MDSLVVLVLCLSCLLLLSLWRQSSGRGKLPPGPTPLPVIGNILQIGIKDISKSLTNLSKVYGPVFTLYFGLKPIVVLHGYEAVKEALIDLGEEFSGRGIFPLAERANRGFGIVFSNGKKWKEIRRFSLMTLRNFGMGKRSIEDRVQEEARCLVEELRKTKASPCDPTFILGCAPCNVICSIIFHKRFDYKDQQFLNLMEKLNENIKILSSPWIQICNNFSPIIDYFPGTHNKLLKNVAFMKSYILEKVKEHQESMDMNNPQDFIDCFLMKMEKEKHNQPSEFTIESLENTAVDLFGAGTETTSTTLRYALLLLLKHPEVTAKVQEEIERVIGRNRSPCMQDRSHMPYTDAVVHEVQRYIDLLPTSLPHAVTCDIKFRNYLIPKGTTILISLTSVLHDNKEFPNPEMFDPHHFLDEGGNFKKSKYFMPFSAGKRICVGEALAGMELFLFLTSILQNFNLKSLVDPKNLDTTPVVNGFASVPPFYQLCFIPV
PLAP activator: PLAP enzyme activators, biochemical, luminescence, HTS; Alkaline phosphatase, placental type (Homo sapiens), P05187; purified PLAP enzyme, luminescent substrate read-out; hits give high values; activation fold at 20 µM; actives 1.2% (n = 96,000); in the data active means activation fold above about 2
CYP2C9 activ: human CYP2C9 activators, primary screen, biochemical, luminescence; Cytochrome P450 2C9 (Homo sapiens), P11712; recombinant CYP2C9, luciferin-H conversion; hits give high values; factor 1 = untreated enzyme, 0 = blocked; activation factor at 5 µM; actives 1.4% (n = 96,000); AID 1024, 2008;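 active means activation factor of 2 or more for CYP2C9 at a 5 µM dose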;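 further: 0 = sulfaphenazole-blocked wells and 1 = vehicle-only wells; values of inactives mirror those of a sister screen read the other way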
EphB4 ephrin blk: EphB4-ephrin-B2 interaction antagonists, primary screen, biochemical, TNYL-RAW peptide probe, fluorescence polarization; EphB4 LBD / TNYL-RAW-Alexa532 peptide; inhibition, % at 7 µM; actives 0.15% (n = 97,000); AID 720, 2007;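 active means inhibition above the screen-wide mean inhibition plus 3 SD, cut at about 15% in these data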;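 further: 0% = DMSO wells and 100% = excess unlabeled TNYL-RAW peptide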
Pyk2 oligo antag: antagonists of Pyk2 self-association, primary screen, Q293 cells, FERM NanoBiT luminescence, HTS; Protein-tyrosine kinase 2-beta (Homo sapiens), Q14289; hits give low values; z-score (the deposit names both 25 µM and 10 µM); actives 0.83% (n = 99,000); AID 1347419, 2020;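 active means Z-score of -3 or lower, scaled per plate to the spread of control and sample wells; inactive means z-score above -3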;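 further: negative z-score means lost luminescence so less FERM oligomerization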
Ecoli WT expand: growth inhibitors of wild-type E. coli, primary screen, strain BW25113, expanded library, OD600; OD600 absorbance; growth inhibition, % at 100 µM; actives 0.15% (n = 98,000);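 active means growth inhibition above about 50% at one test dose, limit read from the data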;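 further: growth measured after 20 h incubation at 37 °C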
An asterisk follows results filed as active; . = no result given.

Structure,CYP2C9 activ,CYP2C9 inh,PLAP activator,Pyk2 oligo antag,CYP2C19 activ,Ecoli WT expand,EphB4 ephrin blk,CYP2C19 inh,PostGolgi yeast
CCCOC(=O)c1ccc(Oc2cn[nH]c2-c2ccc(OCC)cc2O)cc1,0,100.0*,1.4,-0.55,0.1,11.0,-2.5,88.0*,2.2
Cc1cc(C)n(C(=O)c2ccc(NC(=O)C3CC3)cc2)n1,2.2*,-121.8,1.1,.,1,-1.0,3.1,2.5,-0.3
OCCNCCOc1ccccc1-c1ccccc1,0.6,38.0,1.4,0.09,1.1,12.0,-0.8,-6.1,-9.5
COc1cc(C(=O)N2CC(C)OC(C)C2)c([N+](=O)[O-])cc1OC (stereo not drawn),1.2,-19.9,0.9,0.22,1.2,6.0,-8.0,-24.0,1.9
COCCn1c(SCCN2CCOCC2)nc2c1c(=O)[nH]c(=O)n2C,0.6,38.7,0.8,.,0.6,0.0,-0.1,39.4,-4.2
Cc1cc(C)nc(-n2nc(C)c3c(C(F)F)cc(C)nc32)n1,1,-3.5,1,0.5,1.2,5.0,.,-16.4,-2.9
Cc1ccc(C)c(NS(=O)(=O)c2c(C)nn(C)c2C)c1,1,-1.1,1.1,0.09,0.8,-3.0,8.0,19.0,-0.3
COc1ccc(-n2c(C)cc(C(=O)CSc3nnc(-c4ccoc4C)n3C)c2C)cc1,0.5,54.0*,1.4,-0.01,0.4,-11.0,-17.4,56.6*,3.5
N#C/C(=C/Nc1ccccc1)c1ccsc1,1.1,-8.3,1.2,0.94,0.9,3.0,-0.3,9.1,6.7
O=C(Cc1ccccc1[N+](=O)[O-])NCc1ccccc1Cl,2.4*,-139.0,1,0.18,0.5,1.0,0.4,47.1,1.6
Cc1ccc(NC(=O)C2CCN(S(=O)(=O)c3cccs3)CC2)cc1C,1,-4.4,1,1.2,1,-4.0,-5.7,0.5,-1.1
Oc1ccccc1C1=NOC(O)(C(F)F)C1 (stereo not drawn),1,3.2,1.1,0.3,1,7.0,-4.3,3.1,0.6
COc1cc(C2C(C(=O)c3cccs3)=C(O)C(=O)N2Cc2ccco2)cc(OC)c1OC (stereo not drawn),0.8,22.0,1.1,0.14,1,0.0,-7.6,-1.9,0.6
COCC(=O)N(C)C1(c2nnnn2CCOC(=O)Nc2ccc(Cl)cc2)CCCC1,0.9,8.6,0.9,0.97,0.7,-11.0,3.4,34.3,-3.1
O=C(COC(=O)c1cnccn1)NCc1ccccc1,1,-3.4,0.8,1.19,1,1.0,4.0,2.3,-1.5
CCCCC(=O)NCc1ccc2c(c1)cc(C)n2C,1.9,-85.1,1.3,-0.03,0.8,-4.0,1.4,22.0,3.2
COCc1cc(C)nc2sc(C(=O)Nc3nccs3)c(N)c12,0.6,41.3,1.8,.,0.8,-9.0,-6.4,22.2,5.3
Nc1ccccc1OCCOCCOc1ccccc1N,1,-0.4,1,0.78,0.6,5.0,1.5,40.0,4.4
Nc1nnnn1/N=C/c1ccc(O)cc1,0.2,84.4*,0.9,0.23,0.3,22.0,-3.3,68.4*,1.9
CCN1CCN(c2ccc(NC(=O)c3cccnc3)cc2Cl)CC1,0.7,25.4,1.5,-0.16,1,5.0,.,-4.6,2.4
COc1cc2[nH]c(=O)n(CCCCCC(=O)NCCCN3CCC(C)CC3)c(=O)c2cc1OC,.,.,.,0.27,.,1.0,-0.9,.,-1.6
O=C1c2ccccc2S(=O)(=O)N1CC1CC(c2ccccc2)=NO1 (stereo not drawn),0.2,81.4*,0.9,0.77,0.2,2.0,-7.9,81.9*,8.1
Cc1ccc(OCc2nnc(NC(=O)OCC(C)C)s2)c(C)c1,1,3.7,1.3,.,1.1,-6.0,-6.3,-6.4,-0.7
c1cncc(CNC2CCCc3ccccc32)c1 (stereo not drawn),1.2,-15.5,1.1,0.35,1.1,3.0,2.9,-14.5,-4.5
COc1cccc(S(=O)(=O)N2CCOCC2)c1,1.2,-17.3,1,0.87,0.6,-11.0,0.1,42.5,-9.1
CC(C)(C#CCN1CCCC1)OCCC#N,1.3,-26.5,0.9,0.39,1.2,3.0,10.5,-22.7,0.8
Cn1c(N)c(C(=O)COC(=O)C2(c3ccc(Cl)cc3)CCCC2)c(=O)n(C)c1=O,1.1,-13.2,1.1,-0.52,0.4,6.0,7.3,57.7*,-1.2
CCSc1nnc(-c2ccncc2)n1Cc1ccccc1,1.2,-21.0,1.1,0.52,0.9,-5.0,-1.9,14.5,2.5
O=C(Cn1cc2c(n1)CCCC2)NC1CCN(Cc2ccccc2)CC1,1,3.2,1.5,.,0.9,2.0,5.2,11.5,-3.7
COc1cccc(S(=O)(=O)Nc2ccc(C(=O)NCc3ccco3)cc2)c1,0,98.5*,1.4,-0.25,0.4,8.0,-9.5,61.3*,14.7
N#CC(C(=O)NC1CC1)c1nc2ccccc2nc1N1CCN(C/C=C/c2ccccc2)CC1 (stereo not drawn),0.6,44.9,1.4,-0.77,1,-16.0,6.1,4.8,1.9
CCOc1cc(CNc2ccc(Br)cc2)cc(Br)c1OCC(=O)NC(C)(C)C,0.1,89.1*,1.3,-1.26,0.8,-13.0,-2.8,20.9,-5.1
Cc1ccc2c(C)nc(Nc3nc(CSc4nnnn4-c4ccccc4)cc(=O)[nH]3)nc2c1,0.1,87.5*,2.2*,-0.95,0.4,-8.0,.,59.8*,7.4
Cc1ccccc1OCc1nc(-c2ccc(Br)o2)no1,1.2,-22.5,0.8,.,1,5.0,-7.4,2.9,-2.9
O=C(CCS(=O)(=O)c1cccc2nonc12)N1CCN(c2ccc(F)cc2)CC1,2*,-103.4,1,1.92,0.5,8.0,.,49.4,-0.5
Cc1c(C(=O)N(C)C)sc2nc(-c3ccccn3)[nH]c(=O)c12,1.1,-7.7,2.9*,-1.25,1.2,3.0,9.3,-16.4,-2.2
Cc1occc1C(=O)Nc1cccc(C(=O)O)c1,0.6,41.4,0.9,-0.13,0.3,-11.0,-5.5,71.0*,1.2
COc1ccccc1N1CCN(C(=O)c2c(-c3c(Cl)cccc3Cl)noc2C)CC1,0.1,88.0*,1.5,0.43,0.2,2.0,3.3,78.9*,2.5
CN(C)c1ccc(CN(C)C2CCCCC2)cc1,1,0.3,1.1,1.8,0.1,3.0,-6.5,92.8*,3.2
O=C1CSCC(=O)N1c1ccccc1,1,1.9,1.2,0.46,1.2,-3.0,4.8,-18.4,-1.2
COC(=O)c1c(NC(=O)c2ccc(C)cc2)sc(Cc2ccccc2)c1C,0.9,9.2,1,0.27,1.1,-22.0,-4.1,-13.0,-1.0
CCOC(=O)c1c(C)[nH]c(C)c1C(=O)COC(=O)[C@@H]1CCCN1S(=O)(=O)c1ccc(Cl)cc1,0.2,80.0*,1.6,2.62,0.1,-2.0,-2.9,93.4*,1.9
O=C(c1ccc2c(=O)n3c(nc2c1)CCCCC3)N1CCN(Cc2ccccc2)CC1,0.3,72.6*,1.9,0.64,0.4,-1.0,-1.4,55.1*,-8.6
CCc1nnc(NC(=O)c2c(OC)cccc2OC)s1,0.7,30.8,1.2,0.39,1.2,4.0,3.0,-15.7,0.5
CCN(c1ccccc1)S(=O)(=O)c1ccc(OC)c(OC)c1,1.1,-11.2,0.9,-0.02,0.4,-3.0,-1.1,56.3*,0.7
Cc1cc(C)c(NC2=CC(=O)CC(C)(C)C2)c(C#N)c1,0.9,14.4,1,0.1,1,-2.0,3.9,4.5,-12.1
COC(=O)c1ccc(C2/C(=C(/O)c3ccc(OC(C)C)cc3)C(=O)C(=O)N2c2cc(C)on2)cc1 (stereo not drawn),0.5,46.6,1.1,-1.26,1.2,1.0,0.4,-16.7,-0.9
Cc1ccc(-c2noc(C3CCN(C(=O)Nc4ccc(C#N)cc4)CC3)n2)o1,0.4,60.8*,1.7,0.97,0.2,21.0,5.0,83.3*,-10.2
CN(C)CCCN1c2ccccc2Sc2ccc(Cl)cc21,.,.,1.5,.,.,35.0,-2.2,.,9.8
COc1cc(-n2ccnc2SC)c(Cl)cc1Cl,1,4.2,0.9,0.11,0.5,3.0,1.0,53.6*,2.0
CC(=O)NCCCc1nc2ccccc2n1Cc1ccccc1C,1.2,-20.9,1,1.34,0.9,2.0,-2.9,13.4,-1.3
Nc1cc(Br)c(N)c(Br)c1,1.1,-8.6,0.9,-1.13,1,3.0,.,-1.0,6.4
Cc1ccc(-n2c(SCC(=O)NCc3ccco3)nnc2-c2cccnc2)c(C)c1,.,.,.,-0.3,.,2.0,4.2,.,0.0
Cc1ccc(C)c(N(C(=O)Cn2nnc3ccccc32)C(C(=O)NC(C)(C)C)c2ccsc2)c1 (stereo not drawn),1,-3.1,1,1.55,0.8,1.0,7.8,23.9,-2.0
CCCn1c(SCC(=O)NCc2ccco2)nnc1C(C)C,1.2,-16.0,1.6,0.52,1.2,6.0,2.3,-16.3,-1.4
COc1ccc(OC)c2sc(NC(=O)CCSc3ccccc3)nc12,1.1,-5.9,1,.,1.2,-5.0,0.0,-16.9,-2.2
CC(=O)n1nc(-c2cccnc2)nc1N,0.9,8.2,0.9,0.38,0.9,-1.0,6.8,7.3,4.7
CCOc1cccc(C(=O)N2CCCCC2c2cccnc2)c1 (stereo not drawn),2.1*,-107.6,1.2,-1.54,0.6,3.0,-12.3,42.9,-16.1

From PubChem
